Phagocyt inh: inhibitors of macrophage phagocytosis | J774A.1 macrophage IgG-bead phagocytosis, imaging | inhibition, % at 5 µM | hit rate 0.07% among 110,000 | AID 1029;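 active = inhibition above the mean of the plate negative controls plus 5 SD, cut at about 13% in these data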;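 note: phagocytic index as fraction of beads internalized from green versus red external bead signal; plate controls were DMSO negative control for no effect and cytochalasin-D positive control for full effect; some results beyond the cut were filed as inactive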
GALR2 antag: blocks the human galanin receptor 2 | AID 828 | hit rate 0.39% among 140,000 | GALR2-expressing cells, antagonist mode | O43603 | inhibition, % at 4 µM; in the data active = inhibition above about 27%;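 note: cells stimulated with galanin 1-16 at roughly its EC80; 0% = agonist challenge control and 100% = basal control without agonist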
Target sequence (O43603 whole entry, looked up): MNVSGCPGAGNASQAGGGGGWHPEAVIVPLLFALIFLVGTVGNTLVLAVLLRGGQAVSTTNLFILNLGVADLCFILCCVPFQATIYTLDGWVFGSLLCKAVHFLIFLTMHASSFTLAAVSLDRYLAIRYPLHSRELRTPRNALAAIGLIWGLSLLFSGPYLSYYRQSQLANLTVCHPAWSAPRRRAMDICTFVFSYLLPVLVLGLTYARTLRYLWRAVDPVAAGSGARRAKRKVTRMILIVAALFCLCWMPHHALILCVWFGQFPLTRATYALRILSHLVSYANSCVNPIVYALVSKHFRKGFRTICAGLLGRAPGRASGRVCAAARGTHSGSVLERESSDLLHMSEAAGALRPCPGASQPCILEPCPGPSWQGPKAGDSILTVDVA
HCT116 bCat-KO: beta-catenin-lacking colon tumor cell growth suppression. HCT116 beta-catenin knockout viability, CellTiter-Glo, 60 h; hits give low values. viability, % at 10 µM. hit rate 1.5% among 140,000;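 active = viability at or under a set limit, the compound median less 4 SD, cut at about 6% in these data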;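 note: 0% = Hyamine 1622 control at 20 µM and 100% = untreated cell control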
MRP-1 activ: MRP-1 activation; H69AR cells + doxorubicin, viability rescue, CellTiter-Glo; viability increase, % at 10 µM; hit rate 0.61% among 140,000; AID 799;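 active = viability gain under doxorubicin at or above a set limit, the compound median plus 3 SD, cut at about 4.7% in these data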;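 note: MRP-1 overexpressing cells given doxorubicin 25 µM after compound pretreatment; 18-22 h compound pretreatment then 72 h with doxorubicin before readout; 0% = doxorubicin-only wells and 100% = vehicle-treated cells without doxorubicin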
NPY-Y2 antag: antagonists of human neuropeptide Y receptor Y2. P49146. NPY-Y2 expressing cells, antagonist mode. inhibition, % at 2.7 µM. hit rate 0.99% among 140,000. AID 793; in the data active = inhibition above about 17%;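 note: 0% = vehicle with agonist challenge and 100% = reference antagonist with challenge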
Target sequence (P49146 whole entry, looked up): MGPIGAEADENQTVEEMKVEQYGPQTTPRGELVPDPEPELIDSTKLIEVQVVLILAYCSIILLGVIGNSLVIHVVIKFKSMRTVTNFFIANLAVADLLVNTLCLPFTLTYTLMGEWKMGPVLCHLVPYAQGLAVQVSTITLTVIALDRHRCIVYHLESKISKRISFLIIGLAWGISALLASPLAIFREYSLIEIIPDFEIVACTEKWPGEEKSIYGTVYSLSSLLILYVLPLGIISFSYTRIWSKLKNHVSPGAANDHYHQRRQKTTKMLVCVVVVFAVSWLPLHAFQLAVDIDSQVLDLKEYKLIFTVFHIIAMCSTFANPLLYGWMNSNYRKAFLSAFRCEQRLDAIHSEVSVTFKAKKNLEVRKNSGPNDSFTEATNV
PTEN del growth: growth suppressors of cells with PTEN tumor suppressor deletion; HCT116 PTEN-null viability, CellTiter-Glo, 60 h; hits give low values; viability, % at 10 µM; hit rate 1.2% among 140,000; AID 827;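 active = viability at or below a set limit, 4 SD under the median of all tested compounds, cut at about 3.7% in these data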;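 note: PTEN knockout HCT116 line with beta catenin targeted HCT116 as companion control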
E-sel TNF inh: blocks E-selectin expression induced by TNF alpha; hit rate 0.71% among 120,000; HUVEC TNFa-induced E-selectin immunofluorescence, high content; AID 1246; inhibition, % at 2 µM;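 active = inhibition above the batch mean plus 3 SD, and confirmed as a hit on visual image review, cut at about 43% in these data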;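 note: 0% = TNF-stimulated DMSO wells and 100% = unstimulated control wells; not every result past the cut was called active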
Measles CPE: protection of cells from measles virus | Measles virus-infected cells, CPE protection, absorbance | protection (pct of control), % at 4 µM | hit rate 1.5% among 140,000 | AID 841; in the data active = protection mostly above about 24%, no sharp cut-off; inactive = mostly below about 26%; note: some compounds called inactive have numbers as strong as hits
Yeast lifespan up: yeast lifespan extension | AID 775 | inhibition of the nicotinamide effect, % at 10 µM | hit rate 0.68% among 130,000 | S. cerevisiae growth with nicotinamide, OD615; deaD strain in restrictive glucose medium;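 active = inhibition above a set limit, placed 3 SD over the median of all compounds, cut at about 26% in these data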;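 note: 0% = nicotinamide-treated wells and 100% = cells grown without nicotinamide; some compounds called inactive have numbers as strong as hits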
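Test system – modified budding yeast, DeaD strain · Compound – single dose 10 µM compound, 0.25% DMSO · Times – culture preincubation 4 h, compound exposure 48 h, both 30 °C · Detection – optical density (absorbance) at 615 nm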
BB579 growth dn: yeast BB579 growth reduction in restrictive medium; S. cerevisiae BB579 growth, OD615, 48 h; inhibition, % at 10 µM; hit rate 0.51% among 140,000; AID 804;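 active = inhibition above a set limit, 3 SD over the mean compound inhibition, cut at about 44% in these data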; note: inactives centre near -24
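System: DeaD yeast strain BB579; buffer or medium: CSMM-D dextrose restrictive medium; technique: OD at 615 nm; schedule: 4 h cell preincubation, 48 h compound exposure, 30 °C humidified; doses: single 10 µM dose; controls: amphotericin B 10 µg/mL, positive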
Numbers without * were called inactive; . = not tested or not shown.

mol | Phagocyt inh | GALR2 antag | HCT116 bCat-KO | MRP-1 activ | NPY-Y2 antag | PTEN del growth | E-sel TNF inh | Measles CPE | Yeast lifespan up | BB579 growth dn
CCN1CCN(Cc2nc3c(c(=O)n(C)c(=O)n3C)n2C(C)C(C)=O)CC1 (configuration not stated) | 0 | -2 | 88 | -2.6 | 4 | 91 | . | 4 | -8 | -1
Cc1cccc(-c2nc(CN3CCCC(C(=O)NC4CCCC4)C3)c(C)o2)c1 (configuration not stated) | -1 | 2 | 85 | -2.2 | 6 | 85 | 4 | 18 | -5 | -28
COc1ccccc1OCCCc1c(C)n[nH]c1C | 0 | -3 | 93 | 0.3 | 5 | 99 | -19 | 14 | -30 | 100*
COc1ccccc1Oc1cc(F)nc(N)n1 | 2 | -5 | 95 | -2.5 | -2 | 94 | 36 | 1 | -17 | -12
CS(=O)(=O)N(CC(=O)NC1CCCCC1)Cc1ccc(Cl)cc1 | 1 | -2 | 95 | -2.4 | 3 | 90 | 11 | 4 | 0 | -29
CCN1c2ccccc2-c2nc3ccccc3n2C1c1cccs1 (configuration not stated) | -8 | -3 | 74 | -2.3 | 25* | 71 | . | 7 | -4 | -35
CCn1nnc(NC(=O)COc2ccc(C3CCCCC3)cc2)n1 | -1 | -7 | 80 | 1.7 | 4 | 79 | -10 | 9 | -5 | 3
CC(NC(=O)Cc1cccs1)C(c1cccs1)N1CCOCC1 (configuration not stated) | . | -3 | 95 | 0.3 | 1 | 97 | -7 | 10 | . | 6
COc1cc(O)c(CCC(=O)c2cc(OC)c(OC)c(OC)c2)c(OC)c1 | -4 | 9 | 92 | -1.9 | 4 | 93 | . | 8 | -2 | -6
Cn1c(SCC(=O)Nc2cc([N+](=O)[O-])ccc2F)nnc1C(F)(F)F | -2 | 14 | 104 | -0.1 | 2 | 97 | 4 | 4 | 7 | -8
O=C(c1cn[nH]c1)c1cc(F)ccc1O | 0 | -2 | 96 | -2.1 | 2 | 98 | 0 | 42* | -6 | -39
COCCCNC(=O)c1c(N)n(-c2ccc3c(c2)OCO3)c2nc3ccccc3nc12 | 2 | 1 | 72 | -4.6 | 5 | 37 | 3 | 14 | -29 | -35
CCCCNC(=O)c1cnc2n(c1=O)CCS2 | . | 8 | 103 | -2.5 | 3 | 94 | -21 | 8 | -2 | 5
O=C(O)c1ccc(C(=O)O)c(C(=O)c2ccccc2)c1 | 0 | -6 | 101 | -3.6 | 3 | 88 | . | 7 | -2 | -38
COc1ccc(C2NC(=O)NC(C)=C2C(=O)Nc2cc(C)ccc2C)cc1OC (configuration not stated) | -1 | -5 | 97 | -2.8 | 1 | 99 | -10 | 7 | -14 | 0
COc1ccc(OC(C)C(=O)N2CCC(C)CC2)cc1 (configuration not stated) | 0 | 1 | 87 | 0.1 | -1 | 96 | -25 | 7 | 8 | -47
CC(C)CC(OC(=O)c1nsc(Cl)c1Cl)C(=O)NCc1cccs1 (configuration not stated) | . | 3 | 99 | 0.9 | 3 | 99 | 2 | 4 | . | -42
Cc1cc(C)c(NC(=O)/C(=C/c2ccccc2)c2ccccc2)c(C)c1 | . | -1 | 73 | -0.5 | 9 | 75 | . | 13 | 59 | -4
CC1=CSC2=NC(=O)/C(=C\c3cccn3-c3ccc([N+](=O)[O-])cc3)C(=N)N12 | 5 | 5 | 45 | -1.2 | 4 | 47 | -9 | 7 | -3 | -23
CC(=O)NCCn1c(SCc2ccc(C)cc2C)nc2ccccc2c1=O | -2 | -13 | 82 | -2.3 | 1 | 75 | . | 13 | -3 | -15
Cc1cccc(Nc2nnc(SCC(=O)N(C)C3CCS(=O)(=O)C3)s2)c1C (configuration not stated) | -7 | 2 | 92 | -2.4 | 2 | 92 | 4 | 5 | 2 | -15
O=C(Cn1nnc(-c2ccccc2)n1)N1CCN(S(=O)(=O)c2ccc(Cl)cc2)CC1 | . | 11 | 90 | -3.6 | 2 | 71 | 15 | 3 | -28 | -57
Cc1ccc(S(=O)(=O)N(CC(=O)N2CCC(C(N)=O)CC2)c2cccc(C(F)(F)F)c2)cc1 | . | -6 | 82 | -1.3 | 0 | 85 | -1 | 10 | -5 | -42
Cc1cc(C)nc(SCNC(=O)c2ccccc2)n1 | . | -6 | 91 | 1.2 | 3 | 95 | -20 | 5 | . | -25
Cc1cc(C(=O)O)c(CSc2ncn[nH]2)o1 | -6 | 2 | 97 | 0.2 | 1 | 91 | -133 | 27 | 0 | -20
O=C(NCc1cccnc1)C1c2ccccc2C(=O)N1C1CCCCCCC1 (configuration not stated) | . | 5 | 89 | -3.1 | -3 | 85 | 5 | 33 | -9 | -35
O=CN1Cc2[nH]c3ccccc3c2N(c2ccc(Cl)cc2)C1=O | 0 | -4 | 71 | -1.5 | -2 | 80 | -18 | 29 | -7 | -30
O=C(Nc1ccc(NC(=O)C23CC4CC(CC(C4)C2)C3)cn1)c1ccco1 | -1 | -6 | 88 | -3.9 | -2 | 86 | 19 | 5 | -9 | -28
COc1ccc(CN(CCCN2CCOCC2)C(=O)Nc2cccc(Cl)c2)cc1OC | 0 | -3 | 91 | -1.1 | 4 | 87 | . | 1 | -6 | -37
COc1ccc(C(=O)N(Cc2ccco2)C(C(=O)NC2CCCC2)c2ccc(O)cc2)cc1OC (configuration not stated) | -1 | -6 | 78 | -1.9 | 3 | 80 | -8 | 2 | -13 | -49

One compound at a time (already shown):
COc1ccc(OC(C)C(=O)N2CCC(C)CC2)cc1 (configuration not stated) across the screens: Phagocyt inh = 0; GALR2 antag = 1; HCT116 bCat-KO = 87; MRP-1 activ = 0.1; NPY-Y2 antag = -1; PTEN del growth = 96; E-sel TNF inh = -25; Measles CPE = 7; Yeast lifespan up = 8; BB579 growth dn = -47
CS(=O)(=O)N(CC(=O)NC1CCCCC1)Cc1ccc(Cl)cc1 across the screens: Phagocyt inh = 1; GALR2 antag = -2; HCT116 bCat-KO = 95; MRP-1 activ = -2.4; NPY-Y2 antag = 3; PTEN del growth = 90; E-sel TNF inh = 11; Measles CPE = 4; Yeast lifespan up = 0; BB579 growth dn = -29

Next entries
mol | Phagocyt inh | GALR2 antag | HCT116 bCat-KO | MRP-1 activ | NPY-Y2 antag | PTEN del growth | E-sel TNF inh | Measles CPE | Yeast lifespan up | BB579 growth dn
Cc1cc(NC(=O)CSc2nnc3c4c(C)c(C)sc4ncn23)no1 | -1 | 4 | 99 | -0.1 | -1 | 105 | 69* | 5 | -6 | -53
N#CCCCSc1nnc(Cc2ccc3c(c2)OCO3)o1 | . | 4 | 99 | -1.4 | 1 | 101 | -21 | -1 | . | -10
Cc1nn(Cc2ccc(Cl)cc2)c(C)c1NC(=O)C1CC=CCC1C(=O)O (configuration not stated) | 0 | -1 | 94 | -1.1 | 2 | 77 | . | 18 | -15 | -20
O=C(NC1(C(F)(F)F)C(=O)Nc2c1c(=O)[nH]c(=O)n2Cc1ccccc1)c1ccc(Cl)cc1Cl (configuration not stated) | . | -4 | 102 | -0.4 | 1 | 107 | -12 | 4 | -13 | -44
N#CC1=C(N)C(C#N)(C#N)C2(C(=O)Nc3ccccc32)C2CCCC=C12 (configuration not stated) | 0 | 19 | 73 | -1.4 | 1 | 69 | -53 | 4 | -12 | -3
CCOC(=O)c1sc(/N=C/N(C)C)nc1C | -3 | -4 | 90 | -0.9 | 1 | 92 | -6 | 33 | -1 | -31
c1ccc(COc2ccc(OCCCNC3CCCC3)cc2)cc1 | . | 2 | 52 | -2.9 | 10 | 46 | 16 | 16 | -2 | -27
CCc1nccn1S(=O)(=O)c1cc(Br)ccc1OC | . | -21 | 93 | -3.2 | 3 | 95 | 5 | 1 | -20 | -6
COc1ccc(-n2nc(C(=O)Nc3nc4ccc(OC)cc4s3)c3ccccc3c2=O)cc1 | -8 | 4 | 26 | -6.5 | 2 | 20 | -12 | 6 | 17 | -41
CSc1ncccc1C(=O)OCc1ccccc1F | -2 | -4 | 93 | 1.2 | 2 | 79 | 9 | 3 | -14 | -34
Brc1ccc(OCc2nc(-c3ccccn3)n[nH]2)cc1 | -2 | -2 | 38 | 8.4* | 6 | 45 | 10 | 6 | -3 | -20
Cc1[nH]nc(-c2ccc(O)cc2O)c1Oc1ccccc1 | 0 | 12 | 74 | -4.7 | 10 | 72 | 15 | 5 | -6 | -27
O=P(C1=C(N2CCOCC2)/C(=C\c2ccccc2)CC1)(N1CCOCC1)N1CCOCC1 | 0 | -1 | 88 | -2.4 | -2 | 94 | -5 | 9 | -6 | -28
CCOC(=O)c1sc(NC(=O)COC(=O)c2ccco2)nc1C | 0 | -6 | 105 | -4.0 | -2 | 100 | . | 6 | -20 | -26
Cn1c(=O)c2c(nc(N3CCOCC3)n2C)n(C)c1=O | 3 | 12 | 88 | -3.1 | 0 | 95 | -17 | 2 | -3 | 9
CCCn1c(OC)nc2c1c(=O)n(C)c(=O)n2C | -1 | 7 | 84 | -2.8 | 1 | 108 | -17 | 3 | 0 | -27
Cc1ccnc(NC(=O)c2ccccc2NC(=O)C(C)(C)C)c1 | . | -3 | 40 | -5.5 | 4 | 32 | -6 | 4 | . | -29
N/C(Cc1cccc2ccccc12)=N\OC(=O)COc1ccccc1 | 2 | 3 | 92 | -0.9 | 10 | 94 | 10 | 4 | -2 | -60
COC(=O)c1ccc(NC(=O)CN2CCN(S(=O)(=O)c3cc(Cl)ccc3OC)CC2)cc1 | 0 | -3 | 89 | -1.8 | 1 | 101 | . | 26 | -12 | -47

5 entries picked at random from those above, as already listed:
mol | Phagocyt inh | GALR2 antag | HCT116 bCat-KO | MRP-1 activ | NPY-Y2 antag | PTEN del growth | E-sel TNF inh | Measles CPE | Yeast lifespan up | BB579 growth dn
COC(=O)c1ccc(NC(=O)CN2CCN(S(=O)(=O)c3cc(Cl)ccc3OC)CC2)cc1 | 0 | -3 | 89 | -1.8 | 1 | 101 | . | 26 | -12 | -47
c1ccc(COc2ccc(OCCCNC3CCCC3)cc2)cc1 | . | 2 | 52 | -2.9 | 10 | 46 | 16 | 16 | -2 | -27
CCOC(=O)c1sc(NC(=O)COC(=O)c2ccco2)nc1C | 0 | -6 | 105 | -4.0 | -2 | 100 | . | 6 | -20 | -26
Cc1ccnc(NC(=O)c2ccccc2NC(=O)C(C)(C)C)c1 | . | -3 | 40 | -5.5 | 4 | 32 | -6 | 4 | . | -29
CCc1nccn1S(=O)(=O)c1cc(Br)ccc1OC | . | -21 | 93 | -3.2 | 3 | 95 | 5 | 1 | -20 | -6
